Growth percent in the NCI-60 one-dose screen (48 h, 10 µM unless noted): 100 = growth as untreated, 0 = no growth, -100 = all killed.
NCI-H460: NCI-H460 lung cancer; AID 1794736; actives 6.8% (n = 82,000)
COLO 205: COLO 205 colon cancer; actives 7.3% (n = 79,000); AID 1794742
NCI-H322M: NCI-H322M lung cancer. actives 2.7% (n = 80,000). AID 1794733
NCI-H226: NCI-H226 lung cancer; AID 1794732; actives 3.5% (n = 79,000)
NCI-H23: NCI-H23 lung cancer | actives 4% (n = 80,000)
HT29: HT29 colon cancer; AID 1794748; actives 7.4% (n = 81,000)
A498: A498 renal cancer cells | AID 1794774 | actives 5.4% (n = 76,000)
RXF 393: RXF 393 renal cancer cells; actives 6.9% (n = 77,000)
NCI-H522: NCI-H522 lung cancer; actives 8% (n = 78,000)
The depositor's hits bear a star; x = not tested or not shown; & = joins results of further samples; [ ] = another dose, or the depositor's remark. Rule for the calls: active = growth percent below 10; inactive = the rest.

SMILES | NCI-H460 | COLO 205 | NCI-H322M | NCI-H226 | NCI-H23 | HT29 | A498 | RXF 393 | NCI-H522
COc1cc2oc(-c3ccc(O)cc3)cc(=O)c2c(O)c1-c1c(OC)cc(O)c2c(=O)cc(-c3ccc(O)cc3)oc12 | 11.8 | 67.5 | 28.8 | 70.8 | 31.9 | 12.1 | 83.9 | -44.1* | 45.8
COc1ccc2c(c1)oc1c(C)c3c(cc12)C(=O)N(N)C3=O | 92.9 | 102.1 | 93.6 | 88.5 | 87.6 | 106.0 | 118.2 | 104.1 | 96.6
O=C(C[n+]1ccn(CC(OCc2ccc(Cl)cc2Cl)c2ccc(Cl)cc2Cl)c1)c1ccc(F)cc1 (stereo unspecified) | -86.1* | -84.8* | -89.3* | -76.4* | -87.8* | -73.8* | -12.3* | -94.2* | -82.2*
c1ccc(-c2cc3cc4ccccc4cn3c2)cc1 | 88.3 | 95.1 | 99.6 | 73.1 | 89.3 | 105.0 | 96.3 | 103.9 | 79.4
Cc1ccc(C)c(COc2cc(NC(=O)c3ccc4c(c3)OCO4)ccc2N(C)S(C)(=O)=O)c1 | -9.4* | -68.3* | x | 37.0 | 10.0* | 5.3* | -11.3* | -1.0* | -15.9*
O=C(O)c1nn(-c2ccccc2)nc1N1CCOCC1 | 110.3 | 113.5 | 99.4 | 107.4 | 101.4 | 106.5 | 71.0 | 115.5 | 99.1
O=C(Nc1ccccc1)Nc1nc2ccc([N+](=O)[O-])cc2s1 | 4.8* | -26.1* | 10.0 | 0.4* | 0.8* | 9.2* | x | -21.6* | 3.4*
COc1ccc(/C(=N/NC(N)=O)C(OC)OC)cc1 | 100.9 | 101.5 | 97.8 | 102.4 | 93.8 | 108.9 | 98.1 | 105.8 | 91.3
COc1ccc2c(c1)/C(=C1\S/C(=N/c3nnc(C)s3)NC1=O)C(=O)N2Cc1ccc(Cl)cc1 | 8.7* | 79.9 | 49.9 | 56.5 | 34.5 | 54.7 | -5.0* | 75.8 | 45.8
COc1ccccc1N1C(=O)C=CC1=O | 100.5 | 76.4 | 115.9 | 109.6 | 99.3 | 94.2 | 90.9 | 111.7 | 94.9
O=C(O)CS(=O)(=O)c1ccccc1 | 101.8 | 109.6 | 102.9 | 103.8 | 99.4 | 92.5 | 91.0 | 113.7 | 94.9
COCCNC(=O)c1cccc(NC(=O)c2ccco2)c1 | 101.3 | 112.3 | 100.9 | 104.7 | 96.5 | 104.0 | x | 105.2 | 92.4
C=CCOC(=O)C1=C(C)NC2=C(C(=O)CC(C)(C)C2)C1c1ccc(C)cc1 (stereo unspecified) | 102.8 | 109.6 | 93.9 | 106.3 | 99.8 | 98.4 | 99.8 | 100.1 | 83.8
O=c1c2ccccc2nc(SCc2ccc(Cl)cc2)n1CCc1ccccc1 | 102.1 | 98.5 | 94.3 | 92.3 | 85.2 | 85.2 | 100.2 | x | 93.2
CCOc1ccc(/C=C2\NC(=S)NC2=O)cc1 | 108.4 | 117.2 | 99.6 | 100.3 | 112.1 | 104.3 | 108.7 | 97.4 | 105.4
O=C1c2cc3c(cc2-c2c1c1ccc(F)cc1c(=O)n2CCCNCCO)OCO3 | -36.8* | -66.5* | -33.3* | -60.1* | -57.3* | -74.3* | -95.9* | -92.4* | -53.9*
COc1cc(C(=O)Nc2nc3c(cc4c5c(cccc53)CC4)s2)cc(OC)c1OC | 84.9 | 97.5 | 86.5 | x | 108.2 | 89.6 | 85.4 | 77.9 | 90.2
CSCCC(NC(=O)C(Cc1ccc(O)cc1)NC(=O)CCCc1cccs1)C(=O)NCC(=O)O (stereo unspecified) | 107.1 | 117.6 | 111.2 | 93.7 | 101.8 | 101.0 | 108.8 | 112.8 | 88.0
Nc1ccc(Cl)c(C(=O)O)c1 | 99.4 | 114.5 | 106.5 | 98.2 | 87.8 | 100.4 | 83.2 | 92.9 | 106.2
COc1cc(C2=NNC(c3ccc(Oc4ccc(Cl)cc4)cc3)C2)cc(OC)c1OC (stereo unspecified) | 97.9 | 93.4 | 91.1 | 88.6 | 87.3 | 97.3 | 83.3 | 86.3 | 77.3
CC(C)OP(=O)(OC(C)C)c1ncc(-c2ccc(C(F)(F)F)cc2)c(NC2CCCCCC2)n1 | -64.5*[33.3 µM] | -78.0*[33.3 µM] | -70.0*[33.3 µM] | -50.3*[33.3 µM] | -47.6*[33.3 µM] | -68.3*[33.3 µM] | -94.0*[33.3 µM] | -85.7*[33.3 µM] | x
CCCCSc1nc2sc3c(c2c(=O)n1-c1ccccc1)CCCCC3 | 100.6 | 113.7 | 103.5 | 100.2 | 96.2 | 95.4 | 90.6 | 99.3 | 81.9
Cc1ccc2c(c1)C(C)CC2(C)C (stereo unspecified) | 108.6 | 104.8 | 101.4 | 95.3 | 93.2 | 98.9 | x | 115.1 | 92.7
O=C1c2cc([N+](=O)[O-])ccc2-c2cc(Br)c(N=C(NO)C(F)(F)F)cc21 | 93.1 | x | 71.4 | x | 93.8 | 102.2 | 91.5 | 122.4 | 74.8
Cc1cccc(CC(=O)c2ccccc2)n1 | 95.7 | 102.8 | 87.3 | 95.8 | 94.5 | 82.1 | 74.3 | 91.0 | 80.9
SMILES | NCI-H460 | COLO 205 | NCI-H322M | NCI-H226 | NCI-H23 | HT29 | A498 | RXF 393 | NCI-H522
Cc1nc2ccc(Br)cn2c1-c1nnc(SCc2cc(F)ccc2F)o1 | 98.7 | 126.3 | 92.5 | 96.9 | 80.5 | 115.7 | 83.8 | 76.4 | 101.0
O=c1[nH]c(=O)n2ncnc2[nH]1 | 101.3 | 110.5 | 113.9 | 103.2 | 104.1 | 101.3 | 107.4 | 107.6 | 79.9
CS(=O)CCCCCN=C=S (stereo unspecified) | 0.8* | -51.6* | 1.2* | -8.3* | 4.2* | -13.3* | -25.9* | -34.7* | -25.4*
CC(=O)c1ccc(C)o1 | 106.3 | 116.2 | 101.6 | 101.5 | 108.4 | 105.1 | 104.9 | 116.4 | 103.7
OC(c1ccc(Cl)cc1)(c1ccc(Cl)cc1)C(F)(F)Cl | 101.4 | 92.7 | 102.8 | 87.3 | 94.2 | 103.4 | 85.4 | 87.6 | 101.9
COc1ccccc1Nc1nnc(-c2ccc(O)cc2)o1 | 59.5 | 104.4 | 77.6 | 69.5 | 70.4 | 100.0 | 26.7 | 40.7 | 39.4
COc1ccc(S(=O)(=O)n2cc(C3OC(c4cc(OC)c(OC)c(OC)c4)=NN3C(C)=O)c3ccccc32)cc1 (stereo unspecified) | 101.0 | 139.0 | 82.6 | 98.7 | 76.1 | 107.4 | 61.9 | 81.2 | 113.8
O=C1CCSC2=C1SCc1sccc12 | 99.5 | 99.6 | 97.7 | 91.6 | 101.0 | 102.3 | 41.0 | 98.5 | 97.3
c1cc(C2=NCCN2)ccc1OCCSCCOc1ccc(C2=NCCN2)cc1 | 81.8 | 113.7 | 109.2 | 81.9 | 58.2 | 73.2 | 74.7 | 96.0 | x
Cc1nn(-c2ccccc2)c2nc3c(c(-c4ccc(Cl)cc4)c12)CNC(c1ccc2c(c1)OCO2)N3 (stereo unspecified) | 101.2 | 99.7 | 106.1 | 90.7 | 95.8 | 100.1 | 88.2 | 97.3 | 98.2
CCCc1cc(=O)[nH]c(-n2[nH]c(=O)cc2N)n1 | 107.2 | 116.2 | 95.1 | 104.2 | 99.9 | 99.3 | 103.4 | 113.8 | 88.0
COc1cc([C@@H]2c3c(c4ccccc4[nH]c3=O)C(=O)N3CCC[C@@H]23)cc(OC)c1O | 110.3 | x | 104.1 | x | 100.0 | 111.7 | 102.6 | 150.5 | 86.1
CC(=O)N=Cc1ccccc1O | 111.8 | 114.3 | 102.8 | 106.6 | 103.6 | 117.3 | 108.1 | x | x
O=C1N(Cc2cccc(C(F)(F)F)c2)c2ccccc2S(=O)(=O)N1c1cccnc1Cl | 104.3 | 119.7 | 104.8 | 113.2 | 98.3 | 98.1 | 108.3 | 107.3 | 91.0
CN1CCN(C(=O)Oc2cc3c(c4ccccc24)[C@H](CCl)CN3C(=O)c2cc3cc(OCCCN4CCC4)ccc3[nH]2)[C@@H]2CSSC[C@H]21 | -35.7* | -65.5* | 2.5* | -22.4* | -72.0* | 2.1* | -18.7* | -71.1* | -51.7*
COc1ccc(-n2c(SCc3cn(-c4ccccc4)nn3)nc3ccccc3c2=O)cc1 | 100.1 | 99.3 | 104.6 | 81.7 | 95.8 | 104.4 | 101.2 | 75.2 | 81.5
O=C(N/N=C/c1ccc(-c2ccc(O)cc2)o1)c1[nH]c2ccc(Br)cc2c1-c1ccccc1 | -11.3* | -54.5* | 17.4 | 10.6 | 5.8* | -34.8* | 38.2 | -10.0* | -45.9*
Cc1ccccc1P(=O)(c1ccccc1)c1ccccc1C | 104.6&99.1 | 106.0&98.7 | 100.5&101.6 | 104.0 | 107.0&96.9 | 99.1&96.1 | 93.1&81.1 | 101.8&110.1 | 89.2&97.1
COc1cccc(-c2cc(=O)c3cc(Cl)cc(NCCO)c3o2)c1N | 96.5 | x | 89.5 | x | 94.4 | 85.0 | 105.7 | 104.7 | 81.3
O=C(Nc1ccc(Cl)cc1)Oc1c(Cl)c(Cl)c(Cl)c(Cl)c1Cl | 100.6 | 104.7 | 95.2 | 89.6 | 86.1 | 96.1 | 74.6 | 106.2 | 83.2
CCOC(=O)c1nn(C2CCCCO2)c2ccc(NC(=O)CSc3nc(C)cc(=O)[nH]3)cc12 (stereo unspecified) | 101.7 | 115.3 | 90.6 | 101.9 | 103.2 | 112.8 | 84.4 | 112.0 | 97.6
N#Cc1c2c(nn(-c3cccc(Cl)c3)c1=O)C(O)=C([N+](=O)[O-])C(c1ccccc1Cl)C2 (stereo unspecified) | 93.1 | 110.2 | 100.2 | 98.7 | 94.8 | 101.0 | 96.7 | 98.2 | 72.8
COc1ccc(Cn2c(-c3ccccc3)cc3c2-c2oncc2CC3)cc1 | 104.3 | 121.2 | 130.7 | 112.3 | 80.9 | 91.8 | 122.4 | 115.0 | 89.2
CCCC1(C(OC)OC)NC(=O)N(C)C1=O (stereo unspecified) | 112.1 | 110.7 | 99.1 | 112.2 | 99.5 | 93.8 | 106.3 | 118.1 | 88.9
COc1ccc(-c2cc(-c3ccc(OC)cc3)cc(-c3ccc(OC)cc3)c2)cc1 | 100.5 | 94.8 | 109.4 | 93.7 | 92.2 | 84.9 | 71.0 | 100.6 | 85.6
COc1ccc(-c2cn(C(=O)c3ccc(C(F)(F)F)cc3)nc2N)cc1 | 101.5 | 115.3 | 92.1 | 83.2 | 83.3 | 106.8 | 99.5 | 74.7 | 91.6
Cc1ccc(S(=O)(=O)Nc2ccc(Cl)cc2)cc1 | 105.4 | 110.7 | 94.0 | 96.6 | 91.6 | 112.3 | x | 102.8 | 104.1
O=C(Nc1ccc(O)cc1)OCc1ccccc1 | 94.7 | 104.9 | 96.5 | 90.6 | 92.1 | 95.2 | 59.4 | 91.7 | 80.4
COc1cc(NC(=O)C#Cc2ccccc2)c(OC)cc1Cl | 17.8 | 64.6 | 93.2 | 64.7 | 57.8 | 29.3 | 100.2 | 83.5 | 39.2
C=C(C)[C@@H]1CC[C@]2(C(=O)NCCN(CCNC(=O)C(Cl)Cl)CCNC(=O)C(Cl)Cl)CC[C@]3(C)[C@H](CC[C@@H]4[C@@]5(C)CC[C@H](OC(C)=O)C(C)(C)[C@@H]5CC[C@]43C)[C@@H]12 | 72.5 | 80.9 | 79.3 | 76.2 | 85.1 | 76.2 | 94.7 | 83.0 | 54.3
